Screens as filed in PubChem.
CRFBP-R2 block: antagonists of CRF-binding protein/CRF-R2 receptor complex | HEK293 CRF-R2/CRF-BP, CRF-induced calcium fluorescence | inhibition, % at 11.8 µM | 350,000 tested, 0.59% active | AID 588475;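 active = inhibition of the ligand-induced calcium signal above about 50% at the single tested concentration, limit read from the data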
M4 PAM: potentiates acetylcholine response at human M4 receptor. P08173. CHO-K1 hM4/Gqi5, Fluo-8 calcium fluorescence, ACh EC20; 0% = ACh EC20, 100% = maximal ACh. activation, % at 3 µM. 360,000 tested, 0.4% active. AID 624126;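 active = activation above its plate's cutoff, the mean activation of sample wells plus 3 SD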; also: some results filed as inactive read as strong as hits
Target sequence (P08173 whole entry, looked up): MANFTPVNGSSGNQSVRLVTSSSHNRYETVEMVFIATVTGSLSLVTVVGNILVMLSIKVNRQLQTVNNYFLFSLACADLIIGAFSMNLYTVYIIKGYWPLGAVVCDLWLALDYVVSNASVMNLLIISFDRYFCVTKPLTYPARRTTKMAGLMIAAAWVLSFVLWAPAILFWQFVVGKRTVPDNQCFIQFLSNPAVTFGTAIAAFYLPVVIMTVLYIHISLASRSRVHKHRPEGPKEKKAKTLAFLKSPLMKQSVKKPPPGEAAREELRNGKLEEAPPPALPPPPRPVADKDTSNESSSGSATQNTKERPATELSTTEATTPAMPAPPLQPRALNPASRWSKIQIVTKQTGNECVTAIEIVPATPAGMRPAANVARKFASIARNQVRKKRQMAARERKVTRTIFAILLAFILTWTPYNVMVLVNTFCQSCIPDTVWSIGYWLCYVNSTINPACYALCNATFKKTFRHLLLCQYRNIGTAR
PHOSPHO1 block: blocks human PHOSPHO1 phosphatase activity; Q8TCT1; recombinant PHOSPHO1, absorbance phosphatase assay; inhibition, % at 13.3 µM; 290,000 tested, 1.1% active; AID 1565; in the data active = inhibition above about 60%
Target sequence (Q8TCT1 whole entry, looked up): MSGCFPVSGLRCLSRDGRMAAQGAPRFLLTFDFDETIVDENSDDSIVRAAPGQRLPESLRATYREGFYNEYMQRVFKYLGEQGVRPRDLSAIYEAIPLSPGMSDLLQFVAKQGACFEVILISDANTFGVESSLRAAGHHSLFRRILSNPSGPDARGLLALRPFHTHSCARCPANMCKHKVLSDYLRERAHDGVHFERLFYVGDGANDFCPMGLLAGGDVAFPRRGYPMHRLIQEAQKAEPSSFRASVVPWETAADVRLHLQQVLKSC
pCIP destab: lowers stability of the mouse p/CIP coactivator protein; Q05BA5; F442A p/CIP-EGFP cells, EGFP fluorescence, 16 h; decrease of EGFP signal, % at 10 µM; 290,000 tested, 0.01% active;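 active = EGFP signal decrease of at least 30% at 10 µM or well 3 SD below plate mean, unless failing retest; inactive = the rest, including hits failing retest or dose response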; also: some compounds called inactive have numbers as strong as hits; many of its hits are not listed in these tables
IDE act: activators of human insulin-degrading enzyme in cells; P14735; HEK cells, FAbeta-B cleavage, fluorescence polarization; 0% vehicle, 100% cell-free pure enzyme wells; activation, % at 5.96 µM; 340,000 tested, 0.073% active;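 active = activation above the mean of all tested compounds plus 3 SD, set per screening campaign, cut at about 17% in these data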
CRFBP-R2 agonist: CRF-BP/CRF-R2 complex agonism | AID 588473 | HEK293 CRF-R2/CRF-BP, calcium dye fluorescence (FLIPR); percent of saturating CRF peptide response | 350,000 tested, 0.46% active | activation, % at 13.2 µM;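 active = activation of at least 50%, plus an integration ratio under a set limit after plate pattern correction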;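 also: plate controls were neutral control wells without compound for no effect and CRF at EC100 for full effect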
IDE inh: cellular human IDE inhibition; P14735; 320,000 tested, 0.41% active; AID 434962; inhibition, % at 5.59 µM; HEK cells, FAbetaB cleavage, fluorescence polarization;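 active = percent inhibition above the average of all tested compounds plus 3 SD, set per screening campaign, cut at about 16% in these data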;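 also: IDE supplied by intact live HEK cells; FP after avidin binding of uncleaved biotin substrate so inhibition keeps polarization high; 0% = DMSO wells and 100% = 60 µM reference IDE inhibitor Ii1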
GalR3 antag: antagonists of human GalR3; 360,000 tested, 0.44% active; inhibition, % at 3 µM; HEK293 GalR3-CNG cAMP membrane potential fluorescence; galR3 body fused to GalR1 C-terminus; AID 651719;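 active = inhibition above the screen-wide average plus 3 SD, cut at about 13% in these data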;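 also: forskolin and galanin both at EC90 stimulate the cells; cAMP rise reported by CNG channel membrane potential dye signal; 0% = forskolin plus galanin with DMSO and 100% = forskolin alone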
Target sequence (O60755 1-299 limits assumed): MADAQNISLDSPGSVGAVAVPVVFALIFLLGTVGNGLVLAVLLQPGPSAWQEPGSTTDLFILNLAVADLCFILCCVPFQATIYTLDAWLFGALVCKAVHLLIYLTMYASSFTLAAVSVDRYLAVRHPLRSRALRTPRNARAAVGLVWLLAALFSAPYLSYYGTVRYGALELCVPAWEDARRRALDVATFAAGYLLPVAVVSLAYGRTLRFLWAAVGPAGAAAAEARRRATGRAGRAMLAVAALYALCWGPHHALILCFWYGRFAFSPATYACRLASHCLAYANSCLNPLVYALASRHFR
MEKK3 PB1 HTS: modulators (inhibitors or enhancers) of MEK5 binding to human MEKK3 PB1 domain | binding response (% of control), % at 10 µM | bead-based flow cytometry, Alexa488-MEK5 binding to MEKK3; actives lie on both sides; 0 = blocked by unlabeled MEK5, 100 = vehicle | Q99759 | 290,000 tested, 1.4% active | AID 1529;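 active = binding response more than 3 SD above or below the average of its plate-row segment, actives on both sides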;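 also: Alexa488 bead fluorescence after subtracting the streptavidin-only scavenger bead signal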
The depositor's hits bear a star; x = not tested or not shown.

Start of the data: the first two records, ahead of the listing:
Molecule	CRFBP-R2 block	M4 PAM	PHOSPHO1 block	pCIP destab	IDE act	CRFBP-R2 agonist	IDE inh	GalR3 antag	MEKK3 PB1 HTS
COc1ccc(/C=C2/SC(=S)N(CCCC(=O)Nc3ccc(O)cc3)C2=O)cc1	-1	-14	51	-4	-8	-1.5	6	1	109
CCOc1ccc(N(C(C)C(=O)N2CCOCC2)S(C)(=O)=O)cc1 (stereo unspecified)	-1	-5	29	-9	5	1.6	0	-5	103

All compounds of this part, from the start:
Molecule	CRFBP-R2 block	M4 PAM	PHOSPHO1 block	pCIP destab	IDE act	CRFBP-R2 agonist	IDE inh	GalR3 antag	MEKK3 PB1 HTS
COc1ccc(/C=C2/SC(=S)N(CCCC(=O)Nc3ccc(O)cc3)C2=O)cc1	-1	-14	51	-4	-8	-1.5	6	1	109
CCOc1ccc(N(C(C)C(=O)N2CCOCC2)S(C)(=O)=O)cc1 (stereo unspecified)	-1	-5	29	-9	5	1.6	0	-5	103
Cn1c(SCC(=O)NCC2CCCO2)nnc1-c1ccc(Cl)cc1 (stereo unspecified)	0	15	x	x	2	-2.3	-2	-7	x
Cc1ccc(-n2cc(CNCCCn3cccn3)c(-c3cccc(C)c3)n2)cc1	11	0	22	1	6	2.4	-1	-4	104
O=C(Nc1ccc(C(=O)N2CCOCC2)cc1)c1cc(-c2cccnc2)nc2ccc(Br)cc12	-16	-5	59	-16	1	0.2	-9	2	103
Cc1nnc(NC(=O)CSCc2ccccc2)s1	-4	0	22	5	-1	-0.9	2	x	97
Cc1ccc(CN2C(=O)CCC2C(=O)NCCCN2CCC(C)CC2)cc1 (stereo unspecified)	0	-2	-7	-6	1	-2.3	x	x	100
CCOC(=O)c1c(S(=O)(=O)NCC(=O)N2CCN(c3ccc(F)cc3)CC2)c(C)n(C)c1C	8	-1	56	4	5	-2.6	4	0	99
CCCn1nc(Oc2nc(NCC)nc(NCC)n2)ccc1=O	-2	5	45	-14	-5	-2.1	-3	-1	98
COc1ccc(NCC(O)COc2ccc(C(C)(C)C)cc2)cc1 (stereo unspecified)	-4	-7	-35	-6	22*	0.0	-2	-2	111
CN1c2ccccc2Oc2c(c(=O)n(C)c(=O)n2C)C1c1cccc([N+](=O)[O-])c1 (stereo unspecified)	3	-4	12	-3	6	-5.2	5	0	96
COc1ccc(Nc2nc(-c3ccc4c(c3)NC(=O)CO4)cs2)cc1	16	22*	8	5	-4	-1.1	0	-2	85
CCc1ccc(-c2cc(C)no2)cc1S(=O)(=O)N1CCN(C(=O)c2ccco2)CC1	-23	-15	40	12	6	-0.4	-4	-8	102
CCCCCC(=O)Nc1ccc(N2CCN(C(=O)c3ccccc3)CC2)cc1	25	9	18	1	2	0.3	-2	-2	114
CCOC(=O)CSC1=C(C#N)C(c2ccco2)C(C(=O)Nc2cccc(C(F)(F)F)c2)=C(C)N1 (stereo unspecified)	-96	-12	2	-6	-5	1.3	5	-10	93
Cc1cccc(NC(=O)CSc2nccn2Cc2ccco2)c1	-3	1	33	7	-1	-1.8	1	4	95
CCOC(=O)c1c(NC(=O)Cc2cccs2)sc(C(=O)NC2CCCCC2)c1C	2	0	-19	-5	-4	2.9	0	-2	97
O=C(Nc1ccc2c(c1)nc1n2CCSC1)c1ccccc1	3	-7	24	-2	2	-0.1	9	-1	98
CC(C)Cn1c(SCC(=O)NCc2ccc(Cl)cc2)nnc1-c1cccc(S(=O)(=O)N2CCOCC2)c1	-20	-7	2	-8	1	10	2	1	105
COc1ccc(CCNC(=O)CCC(=O)NC2CCCC(C)C2C)cc1OC (stereo unspecified)	4	0	x	3	5	0.0	-1	-2	107
CC(=O)c1ccc(NC(=O)CCNS(=O)(=O)c2cc(Br)cnc2N)cc1	5	-7	28	18	-4	-1.7	3	-1	100
O=C(Cc1cccc(C(F)(F)F)c1)OCN1C(=O)c2ccccc2C1=O	7	-3	4	10	-1	-1.1	6	-6	102
Cc1c(C(c2cccc(O)c2)c2c(C)n(C)n(-c3ccccc3)c2=O)c(=O)n(-c2ccccc2)n1C	-8	20	1	-10	-4	-1.4	2	-13	102
CCN1C(=O)N(C)C2(c3ccccc3)N(C)C(=O)N(C)C12c1ccccc1 (stereo unspecified)	0	-5	-8	-4	3	-0.9	2	-2	112
Cn1c(N2CCOCC2)cc(=O)n(C)c1=O	-14	-2	20	-10	6	1.4	5	-1	106
CS(=O)(=O)N(CC(=O)N1CCc2ccccc2C1)Cc1ccc(F)cc1	-4	-2	45	2	1	-2.1	x	-3	105
COC(=O)c1ccc(CN2CCCC(C(=O)Nc3ccc(-c4ccn[nH]4)cc3)C2)cc1 (stereo unspecified)	-8	-5	33	-5	1	1.2	4	-3	107
CCN(CC(=O)Nc1cc(Cl)ccc1C)C(=O)C1COc2ccccc2O1 (stereo unspecified)	0	3	x	x	2	-1.4	3	-5	x
CC1(C)CC(=O)C(C=NCCN2CCOCC2)=C(O)C1	-16	4	-19	2	7	2.2	-2	-3	105
O=C(C1CCN(c2nnc(-n3cccc3)s2)CC1)N1CCN(Cc2ccc3c(c2)OCO3)CC1	5	-1	-23	-3	-3	0.9	0	-1	104
Cc1c(C(=O)NCCN2CCOCC2)oc2ccccc12	9	-3	7	2	1	-0.9	-6	-2	97
Cc1cc(C(=O)COC(=O)c2ccc(NC(=O)CC#N)cc2)c(C)n1CC(F)(F)F	-9	-5	x	x	x	-0.4	x	-6	x
CCCC(=O)NC(C)C(c1cccs1)N1CCN(C)CC1 (stereo unspecified)	-3	4	-15	-7	5	0.7	-4	-5	102
CC1CCCCN1C(=O)COC(=O)C1CCN(S(=O)(=O)c2c(Cl)cccc2Cl)CC1 (stereo unspecified)	5	-5	32	12	4	-0.5	-1	-1	100
Cc1cccnc1Nc1nc(-c2ccccc2)cs1	-4	-3	x	-10	2	-0.9	3	-9	108
COc1cc2c(cc1OC)C(c1ccccc1C)CC(=O)N2 (stereo unspecified)	-10	-1	32	-10	9	0.4	0	-11	102
CC(C)Cc1nc2sc3c(NCc4ccco4)ncnc3c2c2c1COC(C)(C)C2	-1	2	24	-11	2	-0.5	0	-4	97
NCCc1nc(-c2ccccc2)cs1	-5	-1	24	-15	3	-2.5	-3	-4	104
Cc1cc(C)nc(-n2nc(C)c3c(C(F)F)cc(C)nc32)n1	21	-5	-2	6	-3	-1.0	3	10	106
CS(=O)(=O)c1cccc(C(=O)Nc2cccc(S(=O)(=O)N3CCCC3)c2)c1	-6	-7	x	x	5	2.3	x	-6	x
Cc1cc(N2CCCCCC2)n2nc(C)c(-c3ccccc3)c2n1	4	0	35	4	0	3.4	x	-9	108
Cc1ccc(NC(=O)CSCC(=O)Nc2cc(S(=O)(=O)N3CCOCC3)ccc2OC(C)C)cc1	-6	5	x	x	6	-1.8	x	1	x
CC(C)(C)OC(=O)N1CCC(c2c(C(=O)O)cnn2-c2ccccc2Cl)CC1	20	2	6	7	2	-0.6	-1	-4	102
C=CCOc1ccc(/C(O)=C2\C(=O)C(=O)N(CCCOC)C2c2ccncc2)cc1 (stereo unspecified)	4	12	14	-1	7	0.8	-1	-2	x
CCn1nnnc1SCC(=O)Nc1cccc(C)n1	2	-1	5	-3	2	2.7	0	-5	103
CC(=O)Nc1cccc(C(=O)N/N=C/c2ccc(C)o2)c1	-1	-4	-7	-2	-2	-0.1	7	6	97
Cc1cccc(NC(=O)COC(=O)CN2C(=O)c3ccccc3C2=O)c1C	7	2	x	x	x	-1.6	x	-6	x
COc1cc(OC)cc(-c2c(-c3ccc(F)cc3)c3cc(-c4cccc5[nH]ccc45)ccc3n2C)c1	8	11	x	x	2	-0.2	-2	-1	x
O=C(Nc1ccccc1Cl)Oc1ccc(Cl)cc1Cl	16	-4	56	-1	6	-1.1	4	-5	62
CCC(C)N(C(=O)COC(=O)CNC(=O)c1sc2ccccc2c1Cl)C1CCS(=O)(=O)C1 (stereo unspecified)	0	12	43	-1	7	-0.2	-1	0	100
CCOC(=O)[C@H]1[C@H]2COc3ccc(OC)cc3[C@@H]2N2C(=O)c3ccc(F)cc3NC(=O)[C@@]12C	1	8	x	x	3	-2.6	-13	-3	x
COc1ccc(C(=O)N2C(=O)c3ccc(N)cc3C2=O)cc1	12	-10	-8	5	0	-2.8	2	-6	100
COc1ccc(S(=O)(=O)N(Cc2ccco2)Cc2cc3ccccc3[nH]c2=O)cc1	-21	-6	28	-4	-4	1.9	-3	-5	100
COCCn1c(CN(C)Cc2ccccc2)nc2c1c(=O)n(C)c(=O)n2C	15	-2	-3	-13	6	0.3	-4	x	93
c1ccc(-c2noc(-c3ccc4ccccc4c3)n2)nc1	-10	0	16	-6	5	0.2	5	x	95
C=CCNCCCCOc1c(Cl)cc(C)cc1Br	-36	-1	9	1	6	0.5	7	-7	103
COc1cc(OC)cc(C(=O)NC2CC(C)(C)NC(C)(C)C2)c1	4	1	4	2	7	0.6	0	-2	102
O=c1cc(-c2ccccc2)oc2ccccc12	12	-1	x	x	2	-0.9	3	-3	x
O=C(CSc1nnc(-c2ccncc2)n1Cc1ccccc1)NC1CCCCC1	3	3	30	-2	-4	-3.5	-1	-2	117
CC(C)Cc1cc(C(=O)O)c2ccccc2n1	-1	7	x	x	3	0.1	0	-5	84

Continued:
Molecule	CRFBP-R2 block	M4 PAM	PHOSPHO1 block	pCIP destab	IDE act	CRFBP-R2 agonist	IDE inh	GalR3 antag	MEKK3 PB1 HTS
Cc1ccc(/C=N/NC(=O)C2(O)c3ccccc3-c3ccccc32)o1	-1	1	-11	-8	0	-1.4	-2	-2	93
CN1CCCC1CCNS(=O)(=O)c1ccc(Br)cc1 (stereo unspecified)	-10	0	-3	-1	5	1.7	2	-2	100
COc1cc2[nH]c(=O)n(CCC(=O)N3CC=C(c4ccccc4)CC3)c(=O)c2cc1OC	-1	4	-16	4	4	-0.8	7	-3	97
COc1ccccc1C(CNC(=O)c1ccc(NS(=O)(=O)c2ccc(F)c(C)c2)cc1)N(C)C (stereo unspecified)	4	-1	37	-15	1	2.1	0	-2	101
Cc1cc(OCC(=O)N2CCN(c3ccccc3)CC2)c2c(C)cc(=O)oc2c1	-6	-2	18	-5	-3	-1.4	2	-6	101
CCOc1ccc(C2NC(=O)NC(C)=C2C(=O)OC)cc1C (stereo unspecified)	-13	3	6	-11	1	1.6	0	3	97
Cc1ccccc1Nc1nc(N)nc(CSc2nc3ccccc3s2)n1	4	4	11	-2	-3	0.3	0	1	92
O=C(O)C1CCCCC1C(=O)Nc1cccc(C(=O)N2CCCCC2)c1 (stereo unspecified)	0	12	-14	-10	-2	-1.4	-4	1	102
CCCCN1CC(O)=C(c2nc3ccccc3s2)C1=N	11	11	0	5	1	-8.4	7	0	97
CN(C(=O)COc1ccccc1C(=O)NCCOc1ccccc1)c1ccccc1	-4	-39	2	4	1	-2.5	1	5	96
COc1ccc(S(=O)(=O)N2CCCC(C(=O)NC3CCCCC3)C2)cc1 (stereo unspecified)	-22	1	10	-5	3	-1.7	2	0	103
Cc1cc(NC(=O)COC(=O)C(Nc2ccc(C(F)(F)F)cc2Cl)C(C)C)no1 (stereo unspecified)	-31	-7	7	-17	-1	-1.5	-6	-3	98
O=C1OCCN/C1=C\C(=O)c1ccc(Cl)cc1	8	-1	34	-7	x	-0.7	2	-1	104
CCc1c(C)nc2nc(SCc3ccccc3)[nH]n2c1=O	9	4	59	-1	2	0.4	-2	-10	105
